Assay outcomes (PubChem BioAssay)
GLP1R ag = qHTS of GLP-1 Receptor Agonists | HEK293 GLP-1R CRE-luciferase, luminescence, 4-6 h; cells express a hypersensitive GLP-1R form | Potency, µM (titrated, usually from 45.6 µM), without a hit: at the highest dose activation, actives largely listed as activators | 380,000 tested, 0.007% active | AID 624172, 2012; further: potency means the concentration at half of the fitted maximal effect; % of control where 0% means no effect
FUS yeast rescue = qHTS for Suppressors of FUS Proteinopathy: Primary screen using FUS-linked yeast assay; AID 1347120, 2019; Potency, µM (series often up to 76.6 µM), inactives show top-dose growth rescue (activation), usual class: activators; 390,000 tested, 0.24% active; S. cerevisiae FUS-expressing, growth rescue, OD600, 24 h;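 further: potency means the concentration at half of the fitted maximal effect; plate controls were DMSO vehicle for no effect and reference control for full effect; nearly all actives have a fitted effect of over 55% in size; some results filed as inactive show a strong effect at the top dose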
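Toxicity suppression screen in FUS-yeast. Cells induced with 2% galactose, starting OD 0.005, treated 24hr at 30C with compounds at multiple final concentrations; growth by OD600.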
Akt phos inh = HTS Assay for Inhibitors of Akt Phophorylation: Primary Screen; 360,000 tested, 0.32% active; activity change, % for hits at 50 µM; Neuro2A IGF-stimulated pAkt S473 HTRF, 20 min; hits give low values; in the data active means activity change below about -80%; inconclusive means mostly about -51% to -80%; further: on the % scale 0 is the no-effect control and ±100 the full control effect
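Neuro2A cells (4,500/well, DMEM with 0.5% FBS) were treated with compound at a single 50 µM final concentration, stimulated with 6 nM IGF for 20 min at 37 °C, and lysed. Phospho-Akt Ser473 was read by HTRF as 665/615 ratio ×10^4.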
GLP-1R inv ag = qHTS of GLP-1 Receptor Inverse Agonists (Inhibition Mode). Potency, µM (highest dose often 38.3 µM), without a hit: at the top dose activity change, negative = inhibition, actives largely listed as inhibitors. HEK293 GLP-1R CRE-luciferase, luminescence, 24 h; GLP-1R form is constitutively active. 410,000 tested, 1.6% active; further: potency means the concentration at half of the fitted maximal effect; on the % scale 0 is the no-effect control and ±100 the full control effect; nearly all actives have a fitted effect of over 55% in size
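HEK293 cells stably co-expressing constitutively active GLP-1R and a cAMP-responsive luciferase reporter were seeded in DMEM with 10% Nu serum, given compounds after 12 h, and incubated 24 h at 37 deg C. Luminescence was then read.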
D3 antag = qHTS of D3 Dopamine Receptor Antagonist: qHTS | AID 652054, 2013 | D(3) dopamine receptor (Homo sapiens), P35462 | max response, negative = inhibition, % | D3R cells, DiscoveRx beta-arrestin luminescence, antagonist mode; hits give low values | 360,000 tested, 2.5% active; in the data active means max response below about -50%; inconclusive means no clear call, values can overlap the other calls; further: on the % scale 0 is the no-effect control and ±100 the full control effect; mostly tested at two doses, the higher about 12 µM
Target sequence (P35462 whole entry, looked up): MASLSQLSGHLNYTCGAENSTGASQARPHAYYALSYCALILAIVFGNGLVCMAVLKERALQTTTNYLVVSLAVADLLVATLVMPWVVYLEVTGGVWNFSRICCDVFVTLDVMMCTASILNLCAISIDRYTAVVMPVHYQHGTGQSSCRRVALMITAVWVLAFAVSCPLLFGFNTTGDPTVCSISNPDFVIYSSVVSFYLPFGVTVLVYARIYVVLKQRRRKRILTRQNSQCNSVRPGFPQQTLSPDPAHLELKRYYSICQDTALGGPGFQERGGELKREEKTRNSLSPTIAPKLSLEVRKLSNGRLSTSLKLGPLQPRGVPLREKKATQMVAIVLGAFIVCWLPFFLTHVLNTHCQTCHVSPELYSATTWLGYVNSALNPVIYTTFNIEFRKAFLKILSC
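Cells expressing the human receptor were seeded at 1500 cells/well, incubated overnight at 37 degrees C in 5% CO2, then exposed to library compounds with dopamine controls for 90 minutes at 37 degrees C before luminescent detection.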
Abeta yeast res = qHTS for compounds that reverse cellular toxicity of Amyloid beta (A-beta) peptide in yeast: Primary Screen; Potency, µM (doses to about 46.1 µM), for inactives: at the highest dose growth rescue, hits mostly activators; 410,000 tested, 0.063% active; yeast expressing A-beta42, growth rescue, OD600, 48 h; response scale: 0% DMSO, 100% iron-clioquinol control; further: potency means the concentration at half of the fitted maximal effect; nearly all actives have a fitted effect of over 55% in size
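Yeast growth medium received pinned compounds, then yeast cells expressing toxic A-beta were added; plates incubated at 30 C for 48 hr. Growth read as absorbance at 600 nm, normalized to DMSO and equimolar FeCl3 plus clioquinol controls.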
PTHR1 ag = qHTS for PTHR1 Agonists: Primary Screen | Parathyroid hormone/parathyroid hormone-related peptide receptor (Homo sapiens), Q03431 | HEK293 GP2 PTHR1 cells, GloSensor cAMP luminescence, 1 h | Potency, µM (highest dose often 115 µM), without a hit: top-dose activation, usual class: activators | 410,000 tested, 0.075% active; further: potency means the concentration at half of the fitted maximal effect; nearly all actives have a fitted effect of over 55% in size; some results filed as inactive show a strong effect at the top dose; inactives centre near -15; many of its hits are not listed in these tables
Target sequence (Q03431 whole entry, looked up): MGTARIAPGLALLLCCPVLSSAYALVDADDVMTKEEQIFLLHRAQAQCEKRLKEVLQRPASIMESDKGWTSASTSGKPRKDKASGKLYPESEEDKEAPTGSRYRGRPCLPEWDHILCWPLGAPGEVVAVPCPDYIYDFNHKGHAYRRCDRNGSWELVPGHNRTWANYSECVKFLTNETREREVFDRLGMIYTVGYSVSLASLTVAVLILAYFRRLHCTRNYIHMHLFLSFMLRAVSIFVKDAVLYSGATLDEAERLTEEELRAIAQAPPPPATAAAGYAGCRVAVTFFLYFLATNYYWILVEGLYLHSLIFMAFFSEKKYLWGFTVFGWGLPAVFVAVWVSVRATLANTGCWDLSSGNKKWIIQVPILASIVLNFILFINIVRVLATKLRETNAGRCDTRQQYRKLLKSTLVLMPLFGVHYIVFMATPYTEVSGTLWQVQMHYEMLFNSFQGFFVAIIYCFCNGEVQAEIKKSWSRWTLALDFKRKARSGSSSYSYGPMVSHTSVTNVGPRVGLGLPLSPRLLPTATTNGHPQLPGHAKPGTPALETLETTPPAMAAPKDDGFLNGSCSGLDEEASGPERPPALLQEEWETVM
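HEK-293-derived GP2 cells expressing PTHR1 and a GloSensor cAMP reporter, 3,000/well, plated overnight, given luciferin plus IBMX (each 0.5 mM as added) for 1 h at 37 °C, then compound for 1 h at 37 °C. Luminescence was read after 15 min at room temperature.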
TDP43 rescue = qHTS of TDP-43 Inhibitors | TDP-43 expressing yeast growth rescue, BacTiter-Glo, 24 h | Potency, µM (doses to about 46.1 µM), without a hit: at the highest dose growth rescue (activation), actives largely listed as activators | 410,000 tested, 1.8% active | AID 652104, 2013; further: potency means the concentration at half of the fitted maximal effect; % of control where 0% means no effect; nearly all actives have a fitted effect of over 50% in size
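In this qHTS, compounds that restore growth of yeast expressing TDP-43 appear as activators. Cells (OD600=0.02, galactose medium, raffinose-pregrown) are incubated with compound 24 hr at 30 deg C and growth is quantified by BacTiter-Glo.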
aSyn rescue = qHTS of alpha-syn Inhibitors; AID 652106, 2013; Yeast expressing alpha-synuclein, growth rescue, BacTiter-Glo, 24 h; Potency, µM (titrated, usually from 46.1 µM), for inactives: at the highest dose growth rescue (activation), usual class: activators; 370,000 tested, 0.14% active; further: potency means the concentration at half of the fitted maximal effect; % of control where 0% means no effect; nearly all actives have a fitted effect of over 65% in size
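Galactose-induced alpha-syn yeast (OD600=0.02, raffinose-pregrown) + pinned cpd, 24 hr, 30 deg C; growth by BacTiter-Glo luminescence. Growth restoration scores as activation.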
* = called active by the depositor; i = inactive; ? = inconclusive; / = no result given; & = joins results of further samples; [ ] = another dose, or the depositor's remark. Unless noted, the call rests on the fitted dose curve; in most records, active means well fitted curve in the direction sought with a large enough effect; inconclusive means small, poorly fitted or top-dose-only effect, or another doubt; inactive means no such curve, though single readings can be large; an effect the other way counts as inactive or inconclusive. These rows are one share of the data (hit frequency here may not be typical).

Molecule	aSyn rescue	GLP-1R inv ag	D3 antag	Akt phos inh	Abeta yeast res	FUS yeast rescue	PTHR1 ag	TDP43 rescue	GLP1R ag
CCOC(=O)C1=CN(Cc2ccco2)S(=O)(=O)N(C)C1c1ccc(F)c(Cl)c1 (configuration not stated)	4%	?	3	i	-8%	10%	-23%	30%	2%
COc1ccccc1-c1nc(-c2ccncc2)no1	/	-1%	-11	/	15%	-1%	-37%[inhibitor]	11µM*	1%
O=C(COC(=O)c1ccc(S(=O)(=O)N2CCCC2)cc1)NCc1ccc(F)cc1	-1%	0%	5	i	-9%	21%	i	11%	4%
CN1CCN(C(=O)c2ccccc2NC(=O)Cc2ccccc2)CC1	-5%	-2%	42	i	-6%	-19%	i	-3%	-26%
COc1cccc(CNC(=O)c2cccs2)c1	3%	-2%	9	i	14%	-21%	i	22%	9%
CCCS(=O)(=O)N1CCC(C(=O)N2CCN(C(=O)OCC)CC2)CC1	1%	10%	-5	i	14%	12%	2%[57.5 µM]	6%	-9%
Cc1c(-n2c(SCC(=O)O)nnc2-c2ccccc2Cl)c(=O)n(-c2ccccc2)n1C	-1%	3%	5	i	22%	5%	i	10%	-22%
COc1ccc(C2C(C#N)=C(N)OC3=C2C(=O)CC(C)C3)c(OC)c1OC (configuration not stated)	-2%	4%	-11	i	10%	26%	i	-7%	1%
CN(C)c1cc2c(cc1NS(=O)(=O)c1ccccc1)n(C)c(=O)n2C	0%	81%&40%[activator]	-9	i	9%&-23%	6%&-22%	-12%&-13%	-9%	20%
COCC(=O)Nc1ccc(Br)c(C)c1	0%	12%	4	i	1%	31%	-2%	21%	-4%
COc1ccccc1NC(=O)c1ccccc1N(Cc1ccccc1)S(C)(=O)=O	13%	-13%	-4	i	-2%	15%	i	-4%	0%
COc1ccc(C(=O)O)cc1NC(=S)NC(=O)c1ccc(-c2ccc(Cl)cc2)o1	3%	84%[activator]	10	i	11%	20%	i	-9%	7%
CCn1c(SCC(=O)NC2CCCCC2)nnc1-c1cccs1	-1%	0%	9	-98%*	7%	11%	-1%[57.5 µM]	-20%	-11%
COc1ccc(NC(=O)c2cnc(Nc3ccc(C)c(Cl)c3)c3ccccc23)c(OC)c1	/	-5%	/	/	-6%	-22%	20%	-1%	-1%
CC(C)CN1C2CCCC1CC(NC(=S)NCc1ccco1)C2 (configuration not stated)	-3%	-15%	1	i	-20%	7%	i	-16%[0.397 µM]	1%
CCOc1ccc(-c2nnc(SCC(=O)Nc3ccc(C)cc3C)o2)cc1	/	2%	/	/	-15%	-1%	i	4%	/
COc1ccc(CNC(=O)CCC(=O)c2ccccc2)cc1	4%	1%	6	i	3%	4%	i	24%	1%
CC1=C(C(N)=O)C(c2ccccc2F)n2nc(-c3ccc(Cl)cc3)nc2N1 (configuration not stated)	/	10%	/	/	-3%	23%	-2%	-7%	/
CCCCn1c(=O)[nH]c2ccccc21	-9%	-12%	-7	i	-15%	-4%	-24%	23%	1%
CC1(C)CC(=O)c2cc3c(nc2C1)CC(C)(C)CC3=O	2%	?	3	i	8%	0%	i	26%	-3%
S=C(NCc1ccncc1)Nc1ccc(Cl)c(Cl)c1	-19%	?	1	i	0%	-4%	-28%	-1%	-6%
Cc1cc(=O)oc2ccc(OC(=O)c3cccc(S(=O)(=O)N4CCOCC4)c3)cc12	1%	-4%	22	i	14%	?	i	8%	-19%
C[C@H](NC(=O)c1nc[nH]c1C(=O)NCCCCCNC(=O)OC(C)(C)C)C(=O)OCc1ccccc1	0%	13%	171	i	1%	?	-94%[inhibitor]	19%	-2%
CC(=O)OC[C@H]1O[C@@H](Oc2cc(O)cc3oc(-c4ccc(O)cc4)cc(=O)c23)[C@H](O[C@@H]2O[C@@H](C)[C@H](O)[C@@H](O)[C@H]2O)[C@@H](O)[C@@H]1O	4%	1%	-17	i	-9%	-35%	-8%	-1%	-1%
COc1cc(OC)c(NC(=O)C(c2ccccc2)N2Cc3ccccc3C2=O)cc1Cl (configuration not stated)	/	-15%	/	/	17%	11%	-32%[inhibitor]	25%	/
COC(=O)C1=C(C)NC(=O)NC1c1cn(-c2ccccc2)nc1-c1ccc(OC)c(Cl)c1 (configuration not stated)	/	10%	/	/	4%	?	i	0%[9.22 µM]	/
COc1cc(NC(=O)CSc2nccc(=O)[nH]2)c(C)cc1[N+](=O)[O-]	2%	-1%[7.66 µM]	-3	i	-16%	14%	10%	-18%[9.22 µM]	2%
CCOc1ccccc1Nc1nnc(SCC(=O)N2CCCC2)s1	2%	0%	-15	i	13%	24%	i	22%	-8%
Fc1ccc(N2CCN(c3ccc4c(C(F)(F)F)cc(C(F)(F)F)nc4n3)CC2)cc1	/	12%	0	/	3%	-25%	-16%	-7%	-3%
O=C(CCS(=O)(=O)c1cc2c(cc1Cl)NC(=O)CO2)NCc1ccc(Cl)cc1	-1%	-3%	/	/	-22%	-3%	-8%	-14%	4%
COc1ccc(/C=C/C(=O)c2ccc(O)cc2)cc1	-8%	17%	-2	i	5%	-7%	-28%	?	12%
CCCC(CCC(=O)Nc1cc([N+](=O)[O-])ccc1O)C(=O)O (configuration not stated)	-5%	14%	-29	i	17%	11%	-17%	-16%	4%
Cc1cc(NC(=O)CSc2nc3c(c(=O)n2C)SCC3)no1	-9%	7%	-17	i	-2%	14%	i	-2%	-21%
CC(C)(C)N1C(=O)c2ccc(C(=O)Nc3ccc(O)cc3)cc2C1=O	9%	?	-18	i	0%	6%	-54%[inhibitor]	1%	0%
CCCCn1c(CCNC(=O)CC)nc2ccccc21	-1%	-2%	-21	i	-5%	-10%	i	0%	-1%
CCOC(=O)c1c(C)[nH]c(C(=O)OCC(=O)NC(C)C)c1C	-1%	1%	-4	/	8%	18%	-21%[57.5 µM]	-13%	4%
NC(C(=O)O)C(c1ccccc1)C(F)F (configuration not stated)	-4%	3%	-11	i	-15%	-18%	-16%	2%	-1%
COc1ccc(-c2cc(-c3ccccc3)nc(SCC(=O)CC(=O)OC(C)C)c2C#N)cc1	/	-21%	/	/	5%	31%	i	14%	/
CCC(=O)OC1(C#CCOc2ccc(OC)cc2)CCN(C)CC1	-6%	-16%	20	i	-1%	17%	-4%	23%	-10%
CCCCc1ccc(NC=C2C(=O)OC3(CCCCC3)OC2=O)cc1	-9%	-16%	6	i	-6%	9%	-7%[57.5 µM]	1%	-7%

A portion from the list above, as a working copy:
Molecule	aSyn rescue	GLP-1R inv ag	D3 antag	Akt phos inh	Abeta yeast res	FUS yeast rescue	PTHR1 ag	TDP43 rescue	GLP1R ag
S=C(NCc1ccncc1)Nc1ccc(Cl)c(Cl)c1	-19%	?	1	i	0%	-4%	-28%	-1%	-6%
Cc1cc(=O)oc2ccc(OC(=O)c3cccc(S(=O)(=O)N4CCOCC4)c3)cc12	1%	-4%	22	i	14%	?	i	8%	-19%
C[C@H](NC(=O)c1nc[nH]c1C(=O)NCCCCCNC(=O)OC(C)(C)C)C(=O)OCc1ccccc1	0%	13%	171	i	1%	?	-94%[inhibitor]	19%	-2%

Ordered by the number under PTHR1 ag (falling): some entries from above
Molecule | aSyn rescue | Akt phos inh | PTHR1 ag | TDP43 rescue | GLP1R ag
CCC(=O)OC1(C#CCOc2ccc(OC)cc2)CCN(C)CC1 | -6% | i | -4% | 23% | -10%
CC(=O)OC[C@H]1O[C@@H](Oc2cc(O)cc3oc(-c4ccc(O)cc4)cc(=O)c23)[C@H](O[C@@H]2O[C@@H](C)[C@H](O)[C@@H](O)[C@H]2O)[C@@H](O)[C@@H]1O | 4% | i | -8% | -1% | -1%
NC(C(=O)O)C(c1ccccc1)C(F)F (configuration not stated) | -4% | i | -16% | 2% | -1%

(listing goes on)
Molecule	aSyn rescue	GLP-1R inv ag	D3 antag	Akt phos inh	Abeta yeast res	FUS yeast rescue	PTHR1 ag	TDP43 rescue	GLP1R ag
CN(C)CCCN(C(=O)c1ccc(S(=O)(=O)N2CCCC2)cc1)c1nc2ccc(Br)cc2s1	-3%	?	-5	i	21%	11%	7%	-32%[inhibitor]	-3%
O=C(Nc1ccccn1)C1CCCN1S(=O)(=O)c1ccc(Cl)cc1 (configuration not stated)	-2%	3%	0	i	7%	12%	-16%	-6%	1%
CCCCNc1c(-c2ccc(F)cc2)nc2nc(C)cc(C)n12	2%	?	-7	i	-6%	3%	i	?	9%
Cc1cccc(CN2CCN([C@H]3CS(=O)(=O)N[C@@H]3COCc3ccccc3)CC2)c1	-6%	-19%	-18	i	-14%	-12%	-20%	2%	-3%
CC(=O)c1cccc(-c2cnc3c(NC=O)cc(-c4ccc(N(C)C)cc4)cn23)c1	12%	?	4	i	-15%	?	i	0%	6%
CCCCN(C(=O)NC(=O)C1=C(N2CCOCC2)/C(=C/c2ccccc2)CC1)S(C)(=O)=O	9%	12%	14	i	-3%	0%	-4%[57.5 µM]	-6%	4%
Oc1ccc(/C=N/N2CCN(C3c4ccccc4-c4ccccc43)CC2)cc1O	-7%	-10%	7	i	3%	11%	-3%	-4%	11%
